Bioassay records from PubChem BioAssay.
ABCB6 inh 2: ABCB6 transporter inhibitors, primary screen, K562-ABCB6 cells, flow cytometry, MLPCN library | K562-ABCB6 porphyrin accumulation, 1 h; active compounds read low | fluorescence ratio to DMSO, % at 10 µM | 360,000 tested, 0.19% active | AID 602162, 2011;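 active = fluorescence ratio to DMSO below 75%, the collection mean minus 3 SD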;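 note: signal is porphyrin accumulated inside mitochondria; 100% equals median channel fluorescence of DMSO control wells; lower ratio means ABCB6 inhibition with less porphyrin fluorescence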
Target sequence (Q9NP58 whole entry, looked up): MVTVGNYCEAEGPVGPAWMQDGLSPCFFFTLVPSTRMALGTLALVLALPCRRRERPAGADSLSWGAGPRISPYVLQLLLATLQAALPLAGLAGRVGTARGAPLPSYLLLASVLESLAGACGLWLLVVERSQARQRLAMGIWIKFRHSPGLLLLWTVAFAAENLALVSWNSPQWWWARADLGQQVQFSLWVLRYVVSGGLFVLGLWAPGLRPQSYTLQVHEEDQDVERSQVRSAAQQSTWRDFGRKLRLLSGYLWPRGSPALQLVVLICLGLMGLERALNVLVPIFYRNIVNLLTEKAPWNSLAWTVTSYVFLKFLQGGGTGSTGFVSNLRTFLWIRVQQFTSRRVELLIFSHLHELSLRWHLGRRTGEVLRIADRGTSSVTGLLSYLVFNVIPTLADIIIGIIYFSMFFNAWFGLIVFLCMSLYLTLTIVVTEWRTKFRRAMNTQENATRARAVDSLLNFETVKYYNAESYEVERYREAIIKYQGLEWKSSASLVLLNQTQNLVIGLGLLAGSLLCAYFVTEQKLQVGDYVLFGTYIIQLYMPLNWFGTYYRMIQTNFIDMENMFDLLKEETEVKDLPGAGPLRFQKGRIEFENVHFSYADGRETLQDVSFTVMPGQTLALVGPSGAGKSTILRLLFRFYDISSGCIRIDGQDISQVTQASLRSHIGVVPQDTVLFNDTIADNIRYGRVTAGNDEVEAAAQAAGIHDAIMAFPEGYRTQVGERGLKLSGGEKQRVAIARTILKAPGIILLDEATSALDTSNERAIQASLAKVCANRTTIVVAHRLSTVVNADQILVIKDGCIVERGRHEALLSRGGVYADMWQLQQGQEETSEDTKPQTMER
CaV13 FRET inh: Primary screen for inhibitors of IQ motif and Ca2+-dependent inactivation inhibitor domain binding in CACNA1D, Förster resonance energy transfer in living cells, …; 340,000 tested, 0.098% active; inhibition, % at 12.3 µM; HEK cells, CFP/YFP FRET ICDI-IQ, plate reader, 10 min; percent FRET-ratio fall versus neutral wells; AID 743397;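 active = mean replicate inhibition of at least 30% and at least 1% of replicates passing that level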;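 note: 0% = median of the neutral control wells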
MC4R ag barr: MC4R agonists recruiting beta-arrestin, primary screen, cell-based, luminescence, agonist arm of biased-ligand search. U2OS MC4R beta-arrestin complementation; percent of melanotan II response, DMSO zero. activation, % at 8.9 µM. 360,000 tested, 0.98% active. AID 540308, 2011;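 active = activation above a per-plate cutoff, the mean activation of sample wells on that plate plus 3 SD, cut at about 8% in these data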
m5-HT2A agonist: mouse Htr2a agonists via beta-arrestin recruitment, primary screen, cell-based, luminescence; CHO-K1 mHTR2A beta-arrestin complementation; percent of 30 µM serotonin response; 360,000 tested, 0.66% active; 5-hydroxytryptamine receptor 2A (Mus musculus), P35363; AID 624169, 2012; activation, % at 7.6 µM;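 active = activation above a run cutoff, the mean activation of all tested compounds plus 3 SD, cut at about 14% in these data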;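 note: 0% = plate median of compound wells and 100% = 30 µM serotonin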
Exocytosis inh: LAMP-1 surface exposure blockers, TALL-104 cells – cell-based, flow cytometry, MLPCN library, primary screen; inhibition, % at 10 µM; TALL-104 LAMP-1 surface exposure; cells stimulated with thapsigargin and PMA; 360,000 tested, 0.66% active; AID 651702, 2012;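 active = inhibition above about 55%, limit read from the data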
MC4R antagonist: MC4R antagonists of cAMP signaling, primary screen, cell-based, TR-FRET, antagonist arm of biased-ligand search | inhibition, % at 6.5 µM | Melanocortin receptor 4 (Homo sapiens), P32245 | AID 540295, 2011 | MC4R-expressing cells, MTII-stimulated cAMP, LANCE TR-FRET | 360,000 tested, 0.48% active;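 active = inhibition above its plate's cutoff, the mean of tested wells on that plate plus 3 SD, cut at about 29% in these data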;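 note: 0% = Melanotan II alone and 100% = Melanotan II plus saturating MCL0020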
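System – human MC4R-expressing U2OS cells · Also added – Melanotan II · Dosing – one concentration, 6.5 µM nominal · Timing – 30-min compound, 1-h challenge, 1-h detection, room temperature · Measured by – Eu-cAMP/anti-cAMP TR-FRET, emission 671 nm · Replicates – singlicate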
N-glyco inh: increase of ERlucT glycosylation luciferase signal, primary screen, N-linked glycosylation inhibitor project, D54 ERlucT cells, luminescence, set 2. D54 ERlucT glycosylation luciferase reporter, 24 h; percent of 100 nM tunicamycin response. reporter increase, % at 12.5 µM. 360,000 tested, 0.23% active;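 active = mean luciferase reporter signal, scaled so untreated is 0 and the glycosylation-blocking control 100, at or above a set limit in every replicate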;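 note: luciferase carries N-glycosylation sites so blocking glycosylation raises the light; 0% = median of neutral control wells and 100% = median of 100 nM tunicamycin wells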
ABHD5-PLIN5 inh: ABHD5-PLIN5 interaction inhibitors, primary screen, cell lysate, split luciferase complementation, luminescence | Perilipin-5 (Homo sapiens) + 1-acylglycerol-3-phosphate O-acyltransferase ABHD5 (Homo … | Split G. princeps luciferase complementation, 4 h | inhibition, % at 4 µM | 360,000 tested, 0.78% active | AID 602281, 2012;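 active = inhibition above the mean inhibition across every tested compound plus 3 SD, cut at about 22% in these data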;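 note: 0% = DMSO only wells and the 100% control is not disclosed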
PDI turbidity: inhibitors of human PDI, primary screen, biochemical, turbidity, single point, plate reader; PDI insulin aggregation turbidity, A650, 90 min; 350,000 tested, 0.052% active; inhibition, % at 10 µM; AID 588391, 2011; Protein disulfide-isomerase (Homo sapiens), P07237;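 active = mean inhibition across replicates of 30% or more, whatever share of single replicates reach that level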;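 note: absorbance from insulin aggregation driven by PDI reduction with DTT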
H9c2 protect: cardioprotection against H2O2-induced cell death, primary screen, uHTS, H9c2 cells, ATPLite luminescence. H9c2 cardiomyocytes, H2O2 injury protection, 2 h. protection from H2O2 cell death, % at 20 µM. 360,000 tested, 0.63% active. AID 588492, 2011;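 active = compounds giving at least 50% protection of heart cells from peroxide-induced death in the single-dose screen, raw or plate-pattern-corrected value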;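 note: 0% = DMSO wells with peroxide and 100% = DMSO wells without peroxide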
Starred values were filed as active, the others as inactive; nt = no result given.

SMILES	ABCB6 inh 2	CaV13 FRET inh	MC4R ag barr	m5-HT2A agonist	Exocytosis inh	MC4R antagonist	N-glyco inh	ABHD5-PLIN5 inh	PDI turbidity	H9c2 protect
COc1cc(S(=O)(=O)Nc2cc(C)cc(C)c2)ccc1F	95.0	-2.3	1.3	-0.8	7.0	-5.9	4.8	9.5	14.5	-5.1
CC(C)CC(C(=O)NC1CCCC1)N(Cc1ccc2c(c1)OCO2)C(=O)c1snc(C(N)=O)c1N (centres undefined)	98.0	3.0	-1.4	-2.0	-0.3	15.8	0.3	-5.1	-6.2	5.9
COc1ccc(C(=O)C=CNNC(=O)c2ccc(Cl)cc2)cc1	98.0	-5.5	-0.6	-3.0	2.0	17.0	-5.1	0.9	6.0	42.9
CCc1cc2c(COC(=O)CCNS(=O)(=O)c3cccc(C(F)(F)F)c3)cc(=O)oc2cc1O	98.0	-5.5	0.4	-5.3	2.5	3.7	-1.1	-1.6	-0.8	8.2
Cc1ccc(S(=O)(=O)N2[C@@H](c3ccc(Cl)c(Cl)c3)C(C(=O)O)=C[C@H]2CC2CCCC2)cc1	97.0	-4.8	3.6	-2.9	-9.4	5.0	-1.3	1.1	-12.1	-6.9
Cc1ccccc1-n1ncc2c1CC(C)(C)CC2NC(=O)c1ccncc1 (centres undefined)	100.0	-3.0	-1.6	0.4	2.5	3.6	3.8	-2.3	1.6	1.3
COc1ccc(-n2nc(C(=O)NCC(=O)N3CCN(Cc4ccccc4)CC3)c3ccccc3c2=O)cc1	100.0	-2.8	1.3	-3.7	12.6	9.1	-1.3	11.6	0.6	6.9
Cc1ccc(S(=O)(=O)N2C[C@@H](C)[C@]3(C2)[C@H](O)[C@H](OC(=O)Nc2c(C)noc2C)C[C@H]2C(=O)N(c4ccccc4)C(=O)[C@H]23)cc1	103.0	-6.0	0.5	-0.1	1.5	9.3	0.9	-3.5	-1.6	1.4
COc1cc(SC)ccc1C(=O)Nc1ccccc1	91.0	-5.5	1.0	-2.4	5.1	10.5	0.6	-6.9	7.1	-8.8
O=C(CS)Nc1ccc2ccccc2c1	94.0	-2.2	2.0	10.5	66.7*	20.4	1.9	-11.1	1.4	-3.1
Cc1sc2ncn(CCC(=O)O)c(=O)c2c1C	102.0	-5.1	-1.0	0.0	-0.6	0.8	1.2	0.8	-5.8	-3.3
O=C(Nc1ccccc1Cl)C1CCCN(S(=O)(=O)c2ccc(-n3cnnn3)cc2)C1 (centres undefined)	94.0	-7.6	-1.2	2.3	-6.2	1.0	-2.1	-1.5	-15.2	1.6
S=c1c2[nH]cnc2ncn1CCSc1ncnc2nc[nH]c12	92.0	-6.2	-2.9	-9.7	-11.9	1.9	0.5	-7.2	-4.8	12.1
CC(=O)Nc1nc2ccccc2[nH]1	100.0	-4.9	-0.2	0.1	3.1	-2.5	2.9	2.0	2.3	2.2
Cc1ccc(CNC(=O)CS(=O)(=O)c2ccccc2)cc1	100.0	-2.8	-2.3	-4.0	-4.5	-3.0	1.3	5.4	-6.9	3.7
CCOC(=O)C1=CCN(S(=O)(=O)c2ccc(F)cc2)C1c1ccc(Cl)c(Cl)c1 (centres undefined)	nt	-8.8	nt	-1.6	8.6	nt	nt	-3.1	nt	nt
Cc1ccc2[nH]c(=O)c(CN(C(=O)c3cccc([N+](=O)[O-])c3)C(C)(C)C)cc2c1	101.0	-5.5	-1.1	6.5	-2.4	-0.4	1.8	-2.6	-5.9	8.6
O=C(CSc1nnc(-c2ccncc2)n1CC1CCCO1)NCc1ccccc1 (centres undefined)	90.0	-7.6	-0.3	2.0	-1.7	-0.1	0.7	-7.0	7.1	-0.2
COc1ccc(C(CC(=O)O)NC(=O)COc2ccccc2)cc1 (centres undefined)	89.0	-4.0	-1.8	-3.6	0.2	2.4	1.1	1.4	3.0	5.8
O=C(CN1C(=O)c2ccccc2C1=O)NCc1ccccn1	96.0	-4.8	-0.9	2.2	-2.8	3.3	0.6	2.3	-4.2	-1.0
Cc1cc(=O)[nH]c(SCC(=O)c2ccc(F)c(C)c2)n1	98.0	-5.4	-0.4	-2.0	10.5	23.8	0.4	-1.0	-5.9	-3.0
COc1ccc(-n2ccnc2SCC(=O)Nc2ccc(OC)cc2OC)cc1	85.0	-2.5	-0.5	4.8	-4.5	6.4	-0.7	-0.8	-14.9	-13.7
CC(C)c1ccc(NC(=S)Nc2ccc3[nH]c(=O)[nH]c3c2)cc1	98.0	-12.6	1.8	-1.3	4.9	21.7	-1.9	-6.3	-0.2	-2.7
CC(C)(COC(=O)C(c1ccccc1)c1ccccc1)CN1CCOCC1	87.0	-6.3	2.7	-5.9	-5.4	-1.9	-5.2	0.8	4.3	-2.5
Cc1c(NC(=O)c2cc(-c3ccc(Cl)cc3)on2)c(=O)n(-c2ccccc2)n1C	160.0	-2.4	-0.5	5.1	-4.0	-0.1	-1.0	0.4	-5.4	2.9
Cc1nn(Cc2noc(C(=O)NCc3ccccn3)n2)c(C)c1Br	99.0	-2.7	-0.7	0.0	-5.9	-3.2	3.4	2.4	-11.6	2.6
Nc1ccc(C(=O)Nc2cccc3ncccc23)cc1	96.0	-4.5	-0.5	0.5	-3.5	-1.7	0.5	0.4	9.7	-3.4
Cc1c(C(=O)OC/C(O)=C(\C#N)c2nc3ccccc3[nH]2)oc2ccc(Br)cc12	106.0	-5.5	-1.5	-0.1	-2.1	5.5	7.8	3.4	3.4	34.6
N#Cc1ccc(N2CCCC2C(=O)O)c([N+](=O)[O-])c1 (centres undefined)	97.0	-5.0	-1.4	-1.8	-3.6	0.2	1.4	2.2	-0.9	3.5
C[C@@H]1NC(=O)[C@H](CCC(=O)O)NC(=O)c2cc([N+](=O)[O-])cc(F)c2NCCC[C@@H](C(N)=O)NC1=O	105.0	-6.6	0.1	3.6	-4.9	-7.3	0.4	0.6	1.4	8.4
COc1cccc(CN(C)C(=O)c2ccccc2Sc2ccccc2C#N)c1OC	94.0	-5.9	-2.6	0.8	4.4	6.2	-3.2	-0.9	-3.2	1.6
COc1ccc([N+](=O)[O-])cc1NC(=S)NC(C)=O	97.0	-1.5	-2.9	0.8	0.7	14.4	1.7	1.6	-3.0	10.0
COc1ccc(NC(=O)C23CC4CC(C2)CC(c2ccc(C)cc2)(C4)C3)cc1	93.0	-4.8	3.2	0.3	1.5	10.2	-1.5	-7.2	-17.1	-9.8
CCN1C(=O)[C@H]2[C@@H](c3ccc(Cl)cc3)N3C(=O)CN(Cc4ccccc4)C(=O)[C@@]3(C)[C@H]2C1=O	95.0	-9.1	0.8	5.5	-8.3	1.5	1.1	-1.5	-1.5	11.2
CCCCNc1nc2sc3c(c2c(=O)n1-c1cccc(Cl)c1)CCN(C)C3	97.0	-4.4	0.8	1.5	0.5	9.1	0.5	-1.9	2.8	-6.0
CCOCCCn1c(=N)c(S(=O)(=O)c2ccc(C)cc2)cc2c(=O)n3cc(C)ccc3nc21	100.0	14.2	-2.1	0.4	12.3	4.0	-0.3	-3.6	-7.0	-1.0
CCOC(=O)/C(C#N)=C/c1cn(CCC(=O)O)nc1-c1cccc(Cl)c1	98.0	9.1	-1.9	5.3	-0.2	5.8	1.2	-1.9	-3.8	1.7
COc1ccc(C(=O)N2CC(c3ccccc3)CC2=O)cc1 (centres undefined)	94.0	-1.8	-2.1	0.3	3.6	3.6	0.7	-3.2	-7.7	5.2
CC[C@]12c3[nH]c4cc(-c5ccco5)ccc4c3CCN1C(=O)[C@@H](CC(=O)NCc1cccc(C(F)(F)F)c1)C[C@@H]2C(=O)N1CCN(C(=O)c2ccco2)CC1	101.0	-4.4	0.5	-1.3	5.5	16.5	1.5	1.4	-30.4	3.6
COc1ccc(OCC(=O)N/N=c2\oc3c(OC)cccc3cc2C(N)=O)cc1	103.0	-2.7	2.4	4.2	-7.3	2.5	0.3	-4.7	3.0	3.2
Cc1ccc(NC(=O)CCCSc2ccccc2)cc1S(=O)(=O)N1CCOCC1	93.0	-0.3	2.6	-8.7	3.2	7.1	-2.5	4.4	6.6	-10.9
COc1ccc(S(N)(=O)=O)cc1-c1nnc2c3ccccc3c(C)nn12	99.0	-21.0	-0.6	4.1	-2.5	-0.8	-1.0	1.1	5.8	-1.5
CN(CC(=O)Nc1ccc(F)cc1)C(=O)COC(=O)c1cc([N+](=O)[O-])ccc1N1CCOCC1	105.0	nt	0.6	1.4	0.3	7.7	-0.7	1.9	-4.2	0.0
FC(F)(F)c1ccc(Oc2ccc(Cl)cc2Br)nc1	100.0	-4.0	-0.8	0.4	-3.2	-2.1	-1.2	-1.0	6.5	0.0
